M4 PAM = human M4 muscarinic receptor positive allosteric modulators, primary screen, CHO-K1 cells, Fluo-8 calcium fluorescence; Muscarinic acetylcholine receptor M4 (Homo sapiens), P08173; AID 624126, 2012; 0.4% of 360,000 active; CHO-K1 hM4/Gqi5, ACh EC20; 0% = ACh EC20, 100% = maximal ACh; activation, % at 3 µM;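 active = activation above its plate's cutoff, the mean activation of sample wells plus 3 SD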; note: some results filed as inactive read as strong as hits
Target sequence (P08173 whole entry, looked up): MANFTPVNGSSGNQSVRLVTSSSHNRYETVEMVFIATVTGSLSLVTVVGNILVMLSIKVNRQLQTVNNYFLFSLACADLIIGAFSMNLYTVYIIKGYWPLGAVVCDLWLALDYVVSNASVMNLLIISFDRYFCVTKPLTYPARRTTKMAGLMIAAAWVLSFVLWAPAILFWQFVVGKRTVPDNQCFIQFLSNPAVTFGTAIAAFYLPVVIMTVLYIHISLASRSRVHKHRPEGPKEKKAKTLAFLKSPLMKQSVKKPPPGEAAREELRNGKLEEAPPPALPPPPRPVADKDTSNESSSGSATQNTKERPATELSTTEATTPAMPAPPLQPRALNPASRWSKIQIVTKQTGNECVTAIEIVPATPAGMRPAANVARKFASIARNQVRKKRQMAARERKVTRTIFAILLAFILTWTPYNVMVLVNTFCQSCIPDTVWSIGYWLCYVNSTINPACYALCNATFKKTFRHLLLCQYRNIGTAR
p-CIP stab down = p/CIP-EGFP fusion destabilizers, primary screen, fluorescence, F442A cells | 16 h | decrease of EGFP signal, % at 10 µM | Q05BA5 | 0.01% of 290,000 active;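 active = EGFP signal decrease of at least 30% at 10 µM or well 3 SD below plate mean, unless failing retest; inactive = the rest, including hits failing retest or dose response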; note: some compounds called inactive have numbers as strong as hits; many of its hits are not listed in these tables
CRFBP-R2 agonist = agonists of CRF-BP/CRF-R2 complex, primary screen, cell-based, HEK293, calcium dye fluorescence, uHTS | CRF-binding protein / CRF receptor 2 complex (human) | calcium dye fluorescence (FLIPR); percent of saturating CRF peptide response | activation, % at 13.2 µM | 0.46% of 350,000 active | AID 588473, 2011;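 active = activation of at least 50%, plus an integration ratio under a set limit after plate pattern correction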;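 note: plate controls were neutral control wells without compound for no effect and CRF at EC100 for full effect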
GalR3 antagonist = GalR3 antagonists in HEK293 cells, primary screen, cell-based, fluorescence readout | Galanin receptor type 3 (Homo sapiens), O60755 | HEK293 GalR3-CNG cAMP membrane potential fluorescence; galR3 body fused to GalR1 C-terminus | inhibition, % at 3 µM | 0.44% of 360,000 active;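 active = inhibition above the screen-wide average plus 3 SD, cut at about 13% in these data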;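 note: forskolin and galanin both at EC90 stimulate the cells; cAMP rise reported by CNG channel membrane potential dye signal; 0% = forskolin plus galanin with DMSO and 100% = forskolin alone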
Target sequence (O60755 1-299 limits assumed): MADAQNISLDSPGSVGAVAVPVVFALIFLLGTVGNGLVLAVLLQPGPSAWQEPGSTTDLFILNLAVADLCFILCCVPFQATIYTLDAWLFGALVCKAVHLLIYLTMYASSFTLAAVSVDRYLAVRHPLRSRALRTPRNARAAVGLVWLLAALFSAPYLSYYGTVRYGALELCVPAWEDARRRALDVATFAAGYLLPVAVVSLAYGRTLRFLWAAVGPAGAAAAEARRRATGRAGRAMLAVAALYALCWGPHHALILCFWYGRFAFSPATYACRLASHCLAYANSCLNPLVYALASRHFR
IDE inh = human IDE inhibitors in live cells, primary screen, fluorescence polarization, HEK cells, FAbetaB substrate; Insulin-degrading enzyme (Homo sapiens), P14735; FAbetaB cleavage; inhibition, % at 5.59 µM; 0.41% of 320,000 active;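 active = percent inhibition above the average of all tested compounds plus 3 SD, set per screening campaign, cut at about 16% in these data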;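 note: IDE supplied by intact live HEK cells; FP after avidin binding of uncleaved biotin substrate so inhibition keeps polarization high; 0% = DMSO wells and 100% = 60 µM reference IDE inhibitor Ii1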
MEKK3 PB1 HTS = modulators of MEKK3-MEK5 PB1 binding, primary screen, biochemical, wildtype MEKK3, multiplex bead flow cytometry, Alexa488-MEK5; bead-based flow cytometry, Alexa488-MEK5 binding to MEKK3; actives lie on both sides; 0 = blocked by unlabeled MEK5, 100 = vehicle; binding response (% of control), % at 10 µM; 1.4% of 290,000 active;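 active = binding response more than 3 SD above or below the average of its plate-row segment, actives on both sides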;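 note: Alexa488 bead fluorescence after subtracting the streptavidin-only scavenger bead signal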
PHOSPHO1 inh = PubChem AID 1565 | Phosphoethanolamine/phosphocholine phosphatase (Homo sapiens), Q8TCT1 | recombinant PHOSPHO1, absorbance phosphatase assay | inhibition, % at 13.3 µM | 1.1% of 290,000 active; in the data active = inhibition above about 60%
Target sequence (Q8TCT1 whole entry, looked up): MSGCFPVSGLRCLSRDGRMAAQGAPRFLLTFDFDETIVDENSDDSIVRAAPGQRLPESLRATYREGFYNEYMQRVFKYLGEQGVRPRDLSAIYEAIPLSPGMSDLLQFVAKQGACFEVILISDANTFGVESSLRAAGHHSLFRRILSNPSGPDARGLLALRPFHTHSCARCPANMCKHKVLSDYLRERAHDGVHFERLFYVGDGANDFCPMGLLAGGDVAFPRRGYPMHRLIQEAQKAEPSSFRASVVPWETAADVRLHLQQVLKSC
CRFR2-BP antag = antagonists of CRF-BP/CRF-R2 complex, primary screen, cell-based, HEK293, calcium dye fluorescence, uHTS. CRF-induced calcium fluorescence. inhibition, % at 11.8 µM. 0.59% of 350,000 active;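 active = inhibition of the ligand-induced calcium signal above about 50% at the single tested concentration, limit read from the data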
IDE cell activ = human IDE activators in live cells, primary screen, fluorescence polarization, HEK cells, FAbeta-B substrate; Insulin-degrading enzyme (Homo sapiens), P14735; FAbeta-B cleavage; 0% vehicle, 100% cell-free pure enzyme wells; activation, % at 5.96 µM; 0.073% of 340,000 active;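 active = activation above the mean of all tested compounds plus 3 SD, set per screening campaign, cut at about 17% in these data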
Active calls of the source: *; / = no result given.

nr	Molecule	IDE inh	M4 PAM	MEKK3 PB1 HTS	PHOSPHO1 inh	GalR3 antagonist	CRFBP-R2 agonist	IDE cell activ	p-CIP stab down	CRFR2-BP antag
1	COc1ccccc1CNC(=O)COc1ccc(C)cc1	0.4	-9.7	105.0	13.9	-4.0	0.1	2.0	0.2	5.5
2	Cc1cc(Br)ccc1NC(=O)C1CSC2(C)CCC(=O)N12 (centres undefined)	-1.8	-0.8	/	/	2.1	-0.6	-1.3	/	0.8
3	Cc1cc(C)n(C(=O)/C(C#N)=C/N(C)C)n1	7.8	8.5	108.0	-3.6	-4.7	0.6	4.0	0.2	-13.8
4	Cc1ccc(C(=O)N/C(=C\c2ccco2)C(=O)NCCN2CCOCC2)cc1C	-1.1	9.5	106.0	23.3	-0.2	1.2	1.1	-11.2	7.5
5	Cc1cc(C)cc(NS(=O)(=O)c2ccc(Oc3ncc(C(F)(F)F)cc3Cl)cc2)c1	-3.4	-6.2	108.0	-25.8	-3.5	6.2	0.9	5.9	-24.7
6	CSc1ccccc1C(=O)OCC(=O)NCCN1C(=O)CSC1=O	-0.4	-2.4	/	/	0.5	-1.4	2.5	/	20.5
7	COCCCNc1nc2ccccc2nc1NS(=O)(=O)c1ccc(F)cc1	-3.4	-1.8	100.0	27.0	-8.1	-0.9	7.2	-10.6	-1.2
8	Cc1ccccc1/C=C/C(=O)N1CCOCC1	8.4	-1.8	102.0	13.7	-3.9	-0.8	-0.8	6.2	6.0
9	O=C1C(C2=NC(C(=O)O)C3C(=O)N(c4ccccc4)C(=O)C23)=C(O)c2ccccc21 (centres undefined)	1.6	10.1	96.0	-3.6	7.9	-1.0	5.9	-8.0	17.6
10	COc1cc(OC)cc(-c2c(C#Cc3ccsc3)c3cc(-c4ccc5cc[nH]c5c4)ccc3n2C)c1	-4.0	2.1	/	/	-2.8	0.5	-1.5	/	3.3
11	CCOC(=O)N1CCC(NC(=O)c2cc(C(=O)Nc3ccc(S(=O)(=O)N4CCCCC4)cc3)ccc2CO)CC1	6.1	5.4	101.0	5.4	-7.1	0.3	5.8	-0.6	-10.1
12	COc1ccc(CNC(=S)Nc2ccc(F)c(Cl)c2)cc1	-6.9	-6.0	103.0	13.5	-2.2	0.4	-5.1	-2.5	6.8
13	O=C(COc1ccc(Cl)cc1)Nc1cc2c3c(c1)CC(=O)N3CCC2	1.1	-1.4	/	/	-2.3	-0.9	-4.0	/	-2.8
14	COc1ccc(CNC2c3ccccc3-c3ccccc32)cc1OC	4.7	-8.2	102.0	27.0	-9.4	0.1	4.5	5.2	2.9
15	COc1ccc(-c2nc(CS(=O)CC(=O)NCc3ccc4c(c3)OCO4)c(C)o2)cc1OC (centres undefined)	-0.5	2.5	100.0	14.6	-4.3	-1.9	2.5	-2.9	3.1
16	CSCCC(NS(=O)(=O)c1cccc(C(F)(F)F)c1)C(=O)N(C)CCOc1ccc(Cl)cc1 (centres undefined)	4.5	2.9	/	/	-3.9	4.3	1.9	/	-8.2
17	CCOC(=O)c1c(CN(CC)CC)oc2cc(Br)c(O)cc12	7.8	-1.0	95.0	-1.3	0.8	17.2	6.8	-7.0	-49.1
18	Cc1ccc(S(=O)(=O)N2CCOCC2)cc1C(=O)NC(=S)N1CC(C)OC(C)C1 (centres undefined)	0.9	0.0	99.0	-20.6	-3.2	-1.5	5.1	10.8	11.2
19	O=C(CN1C(=O)C(=O)N(C2CCCC2)C1=O)Nc1ccc(F)cc1F	/	6.5	/	/	-2.7	0.3	4.7	/	3.7
20	CCOC(=O)C1=CNS(=O)(=O)NC1c1ccc2ccccc2c1 (centres undefined)	/	3.9	/	/	-7.6	-1.2	4.6	/	5.8
21	CCCCSc1nnc(CCNC(=O)OC(C)(C)C)o1	10.9	-7.1	89.0	21.9	-5.6	-0.5	3.1	-1.4	-1.3
22	CCCCNC(=O)c1cn(-c2ccc(OCC)cc2)c(=O)c2cc(OC)c(OC)cc12	5.3	6.6	96.0	13.8	7.1	-1.5	3.7	-3.7	-13.0
23	Cc1cccc(C)c1Nc1nnc(SCC(=O)c2ccc(Br)s2)s1	-1.5	-15.1	109.0	-34.6	-4.8	-2.6	2.9	-0.2	-101.0
24	CCOC(=O)c1c(NC(=O)C2=COCCO2)sc2c1CCN(C(=O)OC)C2	-7.5	-0.4	/	/	-3.8	-1.4	3.9	/	6.5

Part of the list above in order of length of the SMILES, rising.
nr	Molecule	IDE inh	M4 PAM	MEKK3 PB1 HTS	PHOSPHO1 inh	GalR3 antagonist	CRFBP-R2 agonist	IDE cell activ	p-CIP stab down	CRFR2-BP antag
23	Cc1cccc(C)c1Nc1nnc(SCC(=O)c2ccc(Br)s2)s1	-1.5	-15.1	109.0	-34.6	-4.8	-2.6	2.9	-0.2	-101.0
24	CCOC(=O)c1c(NC(=O)C2=COCCO2)sc2c1CCN(C(=O)OC)C2	-7.5	-0.4	/	/	-3.8	-1.4	3.9	/	6.5
18	Cc1ccc(S(=O)(=O)N2CCOCC2)cc1C(=O)NC(=S)N1CC(C)OC(C)C1 (centres undefined)	0.9	0.0	99.0	-20.6	-3.2	-1.5	5.1	10.8	11.2

The listing continues:
nr	Molecule	IDE inh	M4 PAM	MEKK3 PB1 HTS	PHOSPHO1 inh	GalR3 antagonist	CRFBP-R2 agonist	IDE cell activ	p-CIP stab down	CRFR2-BP antag
25	O=C(NCCc1ccc(Cl)cc1)C1CC(=O)N(C2CCCC2)C1 (centres undefined)	7.4	-5.3	98.0	19.9	-8.3	-0.5	-0.8	8.5	-6.2
26	CC(=O)c1cc(F)c(N2CCN(C(=O)Cc3ccccc3)CC2)cc1C	10.3	-10.1	100.0	10.6	3.2	0.1	4.9	-14.3	6.8
27	O=C(CSc1nc2ccccc2n1S(=O)(=O)c1cccc([N+](=O)[O-])c1)NCCc1ccccc1	4.3	3.3	100.0	-7.4	-2.1	1.3	3.9	-13.8	-9.6
28	COc1ccc(C2CC(c3cccc(C)c3)n3ncnc3N2)cc1 (centres undefined)	1.8	-4.7	97.0	10.1	3.3	7.2	-3.2	-11.1	-27.1
29	CCN(CC)S(=O)(=O)c1cccc(-c2nnc(SCC#N)n2Cc2ccccc2)c1	5.5	-4.3	100.0	26.9	-0.8	0.4	-0.2	-11.0	-12.1
30	COc1cc2c(cc1OC)CN(C(=O)c1ccc3nc[nH]c3c1)CC2	-5.5	4.1	103.0	37.9	-6.5	-3.5	6.4	-3.2	1.1
31	CCOC(=O)c1cn(Cc2ccc(Br)cc2)nn1	8.8	5.3	97.0	16.0	2.6	-0.7	0.5	-7.3	16.7
32	O=C(CCc1cn2ccccc2n1)NC1CCCc2c1cnn2-c1ccccc1F (centres undefined)	-0.1	-0.5	98.0	75.4*	-9.0	-1.1	3.5	-11.5	-5.2
33	Cc1ccc(S(=O)(=O)N(C)C)cc1NC(=O)C(C)OC(=O)c1ccc2c(c1)OCCO2 (centres undefined)	2.6	10.8	101.0	18.8	-5.0	-1.5	1.6	-6.9	8.4
34	O=C(OCC(=O)N1CCC(Cc2ccccc2)CC1)c1ccccc1NCCO	7.2	6.5	/	/	-5.5	-1.3	2.5	/	5.2
35	CCCCCC(=O)N/N=C/c1cccs1	12.0	3.5	91.0	36.0	-7.0	-3.1	-0.5	2.2	31.6
36	O=C(NCCC(=O)N1CCN(S(=O)(=O)c2ccc(Cl)cc2)CC1)Nc1ccccc1	/	-0.8	/	/	-2.9	-0.6	2.5	/	8.1
37	O=C(CSc1nc2ncccc2[nH]1)c1cccc([N+](=O)[O-])c1	1.2	-6.6	104.0	-15.0	-1.1	0.1	3.2	8.7	13.7
38	Cc1cc(N(C)C)ccc1N=Nc1ccc(N)cc1	4.1	-1.6	/	/	5.8	-1.0	-3.6	/	-3.1
39	CCOP(=O)(OCC)C(NC(=O)Nc1ccc(Cl)cc1)C(N)=O (centres undefined)	8.4	5.8	93.0	-5.8	-3.3	-1.2	2.2	4.3	-12.4
40	COc1ccc(-n2c(Cc3cccn3C)nnc2SCC(=O)NCCc2ccccc2)cc1	-6.2	0.3	108.0	20.6	-5.8	-1.0	10.0	-11.8	-18.9
41	O=C1NC2(CCCCCC2)C(=O)N1Cc1ccc(Br)cc1	-5.3	-5.7	97.0	14.5	0.1	-0.1	-1.1	-13.3	-1.4
42	CSc1ccc(/C=N/NC(=O)c2ccc3nc[nH]c3c2)cc1	/	-6.1	/	/	-8.7	-0.5	/	/	-0.1
43	O=C(Nc1nnc(C2CC2)s1)c1cc2ccccc2o1	/	0.3	/	/	-1.9	0.7	1.8	/	-13.9
44	CCC1CCCCN1C(=O)CCc1nnc(C2CCCCC2)o1 (centres undefined)	-3.8	-3.3	100.0	36.8	-2.1	0.3	-0.9	-2.6	-21.4
45	COc1ccc(C(=O)Nn2c(SCC(=O)NC3CCCCC3)nc3ccccc3c2=O)cc1	4.5	-0.5	97.0	11.6	-3.1	8.2	3.8	-10.6	75.5*
46	COC(=O)c1ccc(C2=NOC(C)(c3sc(-c4ccc(Cl)cc4)nc3C)C2)cc1 (centres undefined)	0.9	2.9	95.0	26.5	-6.1	13.2	7.7	-9.6	-49.7
47	O=C1c2ccccc2C(=O)N1CCCCc1cn(C[C@H]2CC[C@H](Cn3cc(CCCCN4C(=O)c5ccccc5C4=O)nn3)O2)nn1	/	-14.4	/	/	-5.8	-2.3	3.5	/	-4.2
48	Cc1nnc(NC(=O)c2oc3c(ccc4ccccc43)c2C)s1	-0.1	2.0	100.0	7.7	-5.5	-0.6	4.2	12.7	-7.2
49	CCOC(=O)N1CCN(C(=O)Cn2c(C)cc3ccccc3c2=O)CC1	-2.7	4.4	97.0	-8.3	-4.4	-0.7	2.0	5.5	7.0
50	Cc1cccc(N(C)C(=O)c2cc(S(=O)(=O)N3CCCCC3)c[nH]2)c1	-3.4	-3.9	104.0	25.4	3.5	1.4	-3.8	1.8	-6.0
51	Cc1ccc(S(=O)(=O)Nc2c(NC3CCCCC3)c3ccccc3oc2=O)c(C)c1	-4.0	9.9	99.0	15.4	/	-2.7	0.4	-9.4	-7.3
52	O=C(c1cc(Cl)ccc1Cl)N1CCc2ccccc21	0.0	-0.6	103.0	39.5	-7.3	1.0	-3.0	-9.0	-5.4
53	COc1ccc(/C=C/C(=O)NC(=S)Nc2ccc(Br)cn2)cc1	3.6	3.2	104.0	15.3	-8.7	-0.3	4.2	6.3	3.2
54	Cc1csc(SC(C)c2nc3scc(-c4ccccc4)c3c(=O)[nH]2)n1 (centres undefined)	1.6	-13.8	105.0	29.7	3.0	2.4	4.8	-4.5	0.8
55	Cc1ccc(N=Cc2cccc(O)c2O)c(C)c1	-6.3	-3.7	103.0	20.8	-3.5	/	0.5	1.4	/
56	COCCN(CCOC)C(=O)COC(=O)c1ccc(Cl)c(S(=O)(=O)N(C)c2ccccc2)c1	3.2	2.2	104.0	-0.4	-6.2	0.3	2.6	8.6	-20.9
57	Cc1nnc(Nc2ccccn2)c2ccccc12	0.5	3.6	/	-8.3	-0.3	-6.7	2.7	-10.3	12.2
58	CCC/C(O)=C1\C(=O)CCCC1=NCCCCCC(=O)O	-4.1	1.5	106.0	5.5	-4.6	6.1	4.9	10.2	-10.1
59	COc1ccc(CN2CNc3c(c(=O)n(C)c(=O)n3C)C2)cc1	3.8	7.4	95.0	-7.4	1.4	0.1	-2.1	9.2	0.7
60	CCCCOc1ccc(C(=O)N2CCN(c3ncccn3)CC2)cc1	0.2	4.6	102.0	8.5	-11.5	-1.6	3.1	-10.4	4.6

From PubChem
